CRFBP-R2 block = antagonists of CRF-BP/CRF-R2 complex, primary screen, cell-based, HEK293, calcium dye fluorescence, uHTS; inhibition, % at 11.8 µM; CRF-induced calcium fluorescence; AID 588475, 2011; 350,000 compounds, 0.59% hits;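 active = inhibition of the ligand-induced calcium signal above about 50% at the single tested concentration, limit read from the data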
CHRM5 agonist = human M5 muscarinic receptor agonists, primary screen, CHO-K1 cells, Fluo-8 calcium fluorescence; activation, % at 3 µM; Muscarinic acetylcholine receptor M5 (Homo sapiens), P08912; 360,000 compounds, 0.19% hits; AID 624037, 2012; CHO-K1 hM5 cells; 0% DMSO wells, 100% maximal acetylcholine response;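 active = activation above the run's mean over test compounds plus 3 SD, cut at about 23% in these data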;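 also: signal is peak over basal fluorescence ratio across the kinetic read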
Target sequence (P08912 whole entry, looked up): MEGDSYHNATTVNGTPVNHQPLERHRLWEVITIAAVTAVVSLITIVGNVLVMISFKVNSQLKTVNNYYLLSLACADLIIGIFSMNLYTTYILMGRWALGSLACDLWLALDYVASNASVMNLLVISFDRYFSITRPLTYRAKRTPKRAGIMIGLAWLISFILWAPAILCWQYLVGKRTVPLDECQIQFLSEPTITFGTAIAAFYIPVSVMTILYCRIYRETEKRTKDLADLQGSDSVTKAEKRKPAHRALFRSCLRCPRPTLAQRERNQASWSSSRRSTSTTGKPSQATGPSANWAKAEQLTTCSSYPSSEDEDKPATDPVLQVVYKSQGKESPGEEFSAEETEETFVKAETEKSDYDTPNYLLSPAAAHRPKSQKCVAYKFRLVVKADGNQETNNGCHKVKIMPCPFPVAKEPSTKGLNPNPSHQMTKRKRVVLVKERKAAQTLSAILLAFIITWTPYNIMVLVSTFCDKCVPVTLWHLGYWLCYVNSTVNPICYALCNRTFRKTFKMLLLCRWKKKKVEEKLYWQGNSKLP
M5 PAM = human M5 muscarinic receptor positive allosteric modulators, primary screen, CHO-K1 cells, Fluo-8 calcium fluorescence. Muscarinic acetylcholine receptor M5 (Homo sapiens), P08912. CHO-K1 hM5, ACh EC20 PAM; 0% = ACh EC20, 100% = ACh EC100. activation, % at 3 µM. 360,000 compounds, 0.3% hits;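 active = activation above the run cutoff, the mean activation of all test compounds plus 3 SD, cut at about 18% in these data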
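System: CHO-K1 cell line with stable human muscarinic M5 receptor expression | Also added: EC20 acetylcholine as agonist stimulus | Compound: One concentration, 3 µM final (nominal) | Timing: Fluo-8 loading 80 min at 37 °C plus 30 min room temperature | Measured by: Fluo-8 calcium dye fluorescence, kinetic read | Read-out basis: % activation, ACh-normalized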
M5 antag = human M5 muscarinic receptor antagonists, primary screen, CHO cells, Fluo-8 calcium fluorescence | Muscarinic acetylcholine receptor M5 (Homo sapiens), P08912 | CHO-hM5 cells, ACh EC80 | inhibition, % at 3 µM | 360,000 compounds, 0.59% hits;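 active = inhibition above a per-plate cutoff, the mean of that plate's test compounds plus 3 SD, cut at about 27% in these data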;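 also: 0% = acetylcholine EC80 with DMSO and 100% = DMSO without agonist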
M4 antag = human M4 muscarinic receptor antagonists, primary screen, CHO cells, Fluo-8 calcium fluorescence; Muscarinic acetylcholine receptor M4 (Homo sapiens), P08173; CHO-hM4 cells, ACh EC80; inhibition, % at 3 µM; 360,000 compounds, 0.73% hits; AID 624125, 2012;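 active = inhibition above its plate's cutoff, the mean inhibition of sample wells plus 3 SD, cut at about 27% in these data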;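 also: 0% = acetylcholine EC80 with DMSO and 100% = DMSO without agonist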
Target sequence (P08173 whole entry, looked up): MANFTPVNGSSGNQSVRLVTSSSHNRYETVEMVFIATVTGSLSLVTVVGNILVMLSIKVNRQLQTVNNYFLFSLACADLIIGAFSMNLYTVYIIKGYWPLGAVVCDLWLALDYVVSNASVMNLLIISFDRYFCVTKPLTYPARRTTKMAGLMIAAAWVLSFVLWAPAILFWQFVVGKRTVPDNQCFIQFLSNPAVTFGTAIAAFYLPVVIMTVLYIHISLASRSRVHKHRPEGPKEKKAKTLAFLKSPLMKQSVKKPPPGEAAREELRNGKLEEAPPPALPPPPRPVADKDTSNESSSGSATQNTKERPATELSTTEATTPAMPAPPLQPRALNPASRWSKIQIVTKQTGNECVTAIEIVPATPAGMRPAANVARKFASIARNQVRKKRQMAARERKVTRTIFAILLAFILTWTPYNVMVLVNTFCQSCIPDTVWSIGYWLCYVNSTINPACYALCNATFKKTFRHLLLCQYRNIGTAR
CHRM4 agonist = human M4 muscarinic receptor agonists, primary screen, CHO-K1 cells, Fluo-8 calcium fluorescence. 360,000 compounds, 0.14% hits. activation, % at 3 µM. Muscarinic acetylcholine receptor M4 (Homo sapiens), P08173. AID 624127, 2012. CHO-K1 hM4/Gqi5; vehicle 0%, full acetylcholine response 100%;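 active = activation above the run mean over all test wells plus 3 SD, cut at about 32% in these data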;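 also: peak over basal fluorescence ratio per well then scaled between controls; 0% = DMSO wells and 100% = acetylcholine at EC100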
M1 PAM = human M1 muscarinic receptor positive allosteric modulators, primary screen, CHO-K1 cells, Fluo-8 calcium fluorescence, 1536-well. CHO-K1 hM1, ACh EC20; 0% = ACh EC20, 100% = maximal ACh. activation, % at 3 µM. AID 588819, 2011. 360,000 compounds, 0.088% hits; in the data active = activation above about 19%, passing the limit was not always enough
CRFBP-R2 agonist = agonists of CRF-BP/CRF-R2 complex, primary screen, cell-based, HEK293, calcium dye fluorescence, uHTS; CRF-binding protein / CRF receptor 2 complex (human); calcium dye fluorescence (FLIPR); percent of saturating CRF peptide response; activation, % at 13.2 µM; 350,000 compounds, 0.46% hits;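 active = activation of at least 50%, plus an integration ratio under a set limit after plate pattern correction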;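 also: plate controls were neutral control wells without compound for no effect and CRF at EC100 for full effect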
M4 PAM = human M4 muscarinic receptor positive allosteric modulators, primary screen, CHO-K1 cells, Fluo-8 calcium fluorescence | Muscarinic acetylcholine receptor M4 (Homo sapiens), P08173 | CHO-K1 hM4/Gqi5, ACh EC20; 0% = ACh EC20, 100% = maximal ACh | activation, % at 3 µM | 360,000 compounds, 0.4% hits | AID 624126, 2012;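 active = activation above its plate's cutoff, the mean activation of sample wells plus 3 SD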; also: some results filed as inactive read as strong as hits
Numbers without * were called inactive; nt = not tested or not shown.

A first look:
SMILES	CRFBP-R2 block	CHRM5 agonist	M5 PAM	M5 antag	M4 antag	CHRM4 agonist	M1 PAM	CRFBP-R2 agonist	M4 PAM
COc1ccccc1N(CC(O)Cn1ccnc1C)S(=O)(=O)c1ccc(C)cc1 (configuration not stated)	-4	-10	2	-2	4	1	-3	1.1	-11
C=CCNC(=O)/C(C#N)=C/c1cc(Br)ccc1OC	-207	3	-8	6	-8	2	11	2.4	0
O=C(COC(=O)c1ccc(S(=O)(=O)NCc2ccco2)cc1)Nc1ccccc1OC(F)F	-6	-7	-12	5	0	6	-8	0.6	-6

This part in full, repeating the preview:
SMILES	CRFBP-R2 block	CHRM5 agonist	M5 PAM	M5 antag	M4 antag	CHRM4 agonist	M1 PAM	CRFBP-R2 agonist	M4 PAM
COc1ccccc1N(CC(O)Cn1ccnc1C)S(=O)(=O)c1ccc(C)cc1 (configuration not stated)	-4	-10	2	-2	4	1	-3	1.1	-11
C=CCNC(=O)/C(C#N)=C/c1cc(Br)ccc1OC	-207	3	-8	6	-8	2	11	2.4	0
O=C(COC(=O)c1ccc(S(=O)(=O)NCc2ccco2)cc1)Nc1ccccc1OC(F)F	-6	-7	-12	5	0	6	-8	0.6	-6
COc1ccc(/C=C/c2nnc(NC(C)=O)s2)cc1	-10	0	-4	11	-7	3	8	7.4	0
O=C(N/C(=C/c1ccco1)C(=O)N1CCOCC1)c1cccs1	3	-2	-5	8	-1	2	6	-0.5	-1
Clc1ccc2nc(C3CCN(Cc4nnnn4C4CCCCC4)CC3)[nH]c2c1	6	-6	-6	6	13	1	5	-1.4	-4
Nn1c(SCC(=O)NCC2CCCO2)nnc1-c1ccco1 (configuration not stated)	0	0	7	11	5	0	-2	-0.6	-1
O=C(CSc1ccc(Cl)cc1)Nc1ccc(-c2nc3ccccc3[nH]2)cc1	1	-1	-3	6	0	2	6	0.0	7
CC(C)Cc1cc(CNC(=O)C2CCC(=O)N(Cc3cccc(C(F)(F)F)c3)C2)on1 (configuration not stated)	2	0	-6	4	2	1	2	-0.6	-5
COc1ccc(S(=O)(=O)N2CCOC23CCN(S(=O)(=O)c2cccs2)CC3)cc1	8	2	0	4	-12	2	-1	1.3	7
COc1ccc(CCN2C(=O)N[C@@H](CCC(=O)O)C2=O)cc1	1	-2	0	3	-7	1	3	0.8	-4
CC(=O)c1ccc(NC(=O)C(C)Nc2ccc(Cl)cc2)cc1 (configuration not stated)	-18	4	-10	10	-1	14	0	-2.4	-11
O=C(O)c1ccc(N2CCS(=O)(=O)CC2)cc1	-14	-3	3	6	3	1	7	-0.2	-2
C=CCSc1nc2c(c(C3CC=CCC3)c1C#N)CCC2 (configuration not stated)	12	-3	-3	-11	-17	-1	4	3.1	11
Cn1c(=O)oc2cc(S(=O)(=O)NCCC(=O)N3CCc4ccccc4C3)ccc21	22	-2	-1	-4	6	1	0	9.3	-1
CCCOC(=O)CCCN1C(=O)/C(=C2\SC(=S)N(CCCC(=O)OCCC)C2=O)SC1=S	5	1	3	-12	-2	0	4	-0.9	-1
CCc1c(C)sc(NC(=O)c2cc(C)on2)c1C#N	-10	3	-2	-4	-4	1	-1	0.6	6
CCN(CC)CCNC(=O)c1ccc(Cl)c(S(=O)(=O)N2CCCCCC2)c1	-4	-10	3	-4	-6	2	-10	0.8	-4
Cc1cccc(CN2CCN([C@@H]3CS(=O)(=O)N[C@H]3COCc3ccccc3)CC2)c1	nt	-2	-11	10	-10	3	-2	nt	-1
COc1ccc(CCCc2nnc(SCC(=O)Nc3ccc(C)c(C)c3)o2)cc1	3	-1	3	0	1	0	0	3.7	11
CCCn1c(N)c(N(CCOC)C(=O)c2cccc(Cl)c2)c(=O)[nH]c1=O	0	-3	4	-10	-14	2	13	0.3	12
CC1=C(C(=O)N(C(C)C)C(C)C)CC(CC(=O)NCc2cccc3ccccc23)C(=O)N1Cc1ccccc1 (configuration not stated)	nt	-2	-2	5	1	1	6	nt	-6
COc1cc(/C=C2\C(=N)N3N=C(N4CCOCC4)SC3=NC2=O)ccc1OC(=O)c1ccccc1	2	-2	-3	-2	-15	1	2	0.0	-8
O=C(Nc1cccc(Br)c1)c1ccc(CN2CCc3ccccc3C2)cc1	0	-8	-9	12	2	1	1	0.9	-12
O=C(NNC(=O)c1cc2ccccc2[nH]1)OCc1ccccc1	-3	-2	7	0	-10	1	4	0.0	6
CC(=O)OCC1=C(C(=O)O)N2C(=O)[C@@H](NC(=O)CSc3ccncc3)[C@H]2SC1	5	0	4	0	-5	0	4	-1.1	3
Cc1ccc(S(=O)(=O)N2CCOCC2)cc1NC(=O)COC(=O)CSc1ccc(Br)cc1C	22	1	-11	8	0	18	-5	-0.5	-16
CN(C)Cc1ccc(F)cc1Sc1ccc(Cl)cc1Cl	-34	-7	-17	-5	4	-3	-22	1.4	-28
COc1cccc(NC(=O)c2ccc3nsnc3c2)c1	15	2	-1	-2	8	4	1	-0.4	-3
CCc1nnc(NC(=O)CCC(=O)NCCc2ccc(OC)c(OC)c2)s1	17	-2	-6	9	6	0	5	-1.7	-5
Cc1cc(S(=O)(=O)N2CCOCC2)ccc1OCC(=O)NCc1ccco1	4	-1	-3	8	5	3	7	0.2	-1
COc1ccc(NC(=O)CCN2C(=O)c3ccncc3C2=O)cc1OC	-13	-2	7	4	-1	0	12	1.8	8
COCCCNCCCOc1ccc(C(C)(C)c2ccccc2)cc1	0	-3	-4	4	1	4	-11	0.8	-8
C=CC(=O)Nc1ccc(N(C)c2ccnc(Nc3ccc(N4CCN(C)CC4)cc3)n2)cc1	-17	-9	-22	12	24	0	-32	1.3	-6
CCCCC[C@H]1CN(Cc2ccc(OC)cc2)C(=O)[C@@H]1CC(=O)NCc1ccccc1	1	-1	1	4	-10	4	2	-1.7	21
CC(C)(C)OC(=O)N1CCC(C(=O)NNC(=O)c2ccc(Cl)cc2Cl)CC1	6	1	-1	6	-2	3	13	-1.2	5
CCC1(c2ccc(F)cc2)NC(=O)N(CC(=O)NCC(=O)Nc2cccc(C)c2C)C1=O (configuration not stated)	-14	-2	2	-1	-15	1	6	-2.3	14
CCC(=O)N(Cc1cc2cccc(C)c2[nH]c1=O)c1ccccc1OC	-14	7	3	-2	1	4	4	1.6	1
Cc1cccc(/C=N/NC(=O)c2ccc(NC(=O)c3ccc(F)cc3)cc2)n1	-11	-2	-9	14	8	6	-3	1.8	-5
CN(/N=C/c1cccnc1)C1=NS(=O)(=O)c2ccccc21	0	-2	2	-2	2	1	7	-0.9	-4
Fc1ccc(OCc2nnc(-c3ccccc3Br)o2)c(Cl)c1	12	-4	4	1	-4	1	-1	0.3	-3
C=CCn1c(SC(C)C(=O)NCCC2=CCCCC2)nc2ccccc2c1=O (configuration not stated)	12	-4	-4	3	2	-2	4	0.8	12
COC(=O)[C@H](Cc1ccccc1)NC(=O)N1Cc2ccccc2C[C@H]1C(=O)OC	-2	-6	-5	9	-17	1	-3	-1.9	1
COC(=O)c1c(C)oc(C)c1S(=O)(=O)N1CCCC1	0	-1	-3	11	7	0	1	5.2	-6
CCOC(=O)c1c(CSc2ccccc2)n(C)c2ccc(O)cc12	6	-9	-1	1	0	3	24	-2.8	-9
CCCc1ccc(-c2cc(C(=O)Nc3ccc([N+](=O)[O-])cn3)c3ccccc3n2)cc1	-58	-3	-2	-4	-18	0	-2	0.0	-4
Cc1ccc(CC(=O)N(C)CC(=O)N(CC(C)C)c2c(N)n(CC(C)C)c(=O)[nH]c2=O)cc1C	-3	1	-4	10	-4	0	1	0.1	3
COCCn1c(SCC(=O)NCCCN2CCCC2=O)nc2sc3c(c2c1=O)CCCC3	4	-5	5	-2	5	0	9	-1.7	1
Cc1cc(C(=O)CSc2nnc3c(Cl)cc(Cl)cn23)c(C)n1C	6	0	-5	-7	-7	0	0	0.7	7
CCOC(=O)[C@]12CCC=C1N(Cc1ccco1)C(=O)[C@H](CC(=O)N1CCN(C(=O)C3CC3)CC1)C2	nt	2	0	-9	-19	1	nt	nt	13
CCOC(=O)CC(=O)CSc1nc2ccccc2c(=O)n1-c1ccc(C(=O)N2CCOCC2)cc1	7	2	-5	3	4	2	4	-0.8	7
Cc1ccc(C)c(OCC(=O)N/N=C/c2ccc(N3CCOCC3)cc2)c1	13	0	-8	5	-11	5	7	-0.2	2
Cc1c(C)c2ccc(O)c(CN3CCN(C)CC3)c2oc1=O	-3	-2	1	0	-11	0	8	0.5	7
O=C(c1ccc2c(c1)CCN2S(=O)(=O)c1ccccc1)N1CCN(c2ccccc2)CC1	-15	-2	-9	15	-4	9	-7	-0.6	-7
O=C(/C=C/NCc1ccc(F)cc1)c1ccccc1	-4	-1	4	-1	5	3	4	0.2	4
O=C(NCc1ccc(F)cc1)C(Cc1ccccc1)NS(=O)(=O)c1cccs1 (configuration not stated)	-1	1	-6	9	-9	8	1	-1.2	-3
CCOc1ccc(N(C)Cc2cc(=O)oc3ccc(OCC)cc23)cc1	6	-5	-3	10	1	0	9	0.6	-1
Cc1ccc(CNC(=O)C2CCCN(S(=O)(=O)c3ccc(F)cc3)C2)cc1 (configuration not stated)	-5	-5	5	2	-11	2	6	0.3	6
O=[N+]([O-])c1ccccc1SNc1ccccn1	-17	-5	3	-2	-4	1	5	-0.7	9
CCCNC(=O)c1noc2c1CCc1cc(OC)ccc1-2	10	-4	-9	16	10	1	-5	-0.8	-15
More compounds follow:
SMILES	CRFBP-R2 block	CHRM5 agonist	M5 PAM	M5 antag	M4 antag	CHRM4 agonist	M1 PAM	CRFBP-R2 agonist	M4 PAM
CC(C)C1OC2c3cccc4cccc(c34)C2N1c1ccccc1 (configuration not stated)	18	-2	-1	-1	-1	-1	8	0.1	2
CC(=O)Nc1c(O)nc(SCc2ccc(Cl)cc2)[nH]c1=O	-13	1	0	1	5	0	7	-0.4	-5
Cn1c(=O)c2c(nc(OC/C=C/c3ccccc3)n2C)n(C)c1=O	4	0	0	0	7	0	-6	-1.5	2
CCCn1c(SCc2ccc(C(=O)OC)o2)nc2ccccc2c1=O	11	-6	-15	0	-2	2	-22	0.1	-9
CCCCCCCCCCCCCCCC(=O)OC(CC(=O)O)C[N+](C)(C)C (configuration not stated)	32	-1	-9	0	-2	1	4	41	-3
CCOC(=O)N1CCC(NC(=O)CCc2nc(-c3ccc(C)cc3)no2)CC1	7	0	-1	-2	-2	1	-6	-1.1	4
COc1ccc(-c2sc3ccccc3c2/C=C/c2ccc(N)cc2)cc1	-16	1	-5	9	2	1	16	-1.2	14
COc1cc2c(cc1OC)C(C)N(S(=O)(=O)c1cn(C)c(C)n1)CC2 (configuration not stated)	7	-4	-6	7	2	0	0	-3.7	-3
CCCc1cc(=O)[nH]c(SCC(=O)c2cc(C)n(-c3cc(C)on3)c2C)n1	-8	4	3	-1	-16	8	8	3.9	-2
O=C(NC1CCN(Cc2ccccc2)CC1)C1CCN(S(=O)(=O)c2cccc3nsnc23)CC1	3	-3	6	-10	-1	3	-1	3.6	-5

Compound activity from PubChem BioAssay.

Random draw from the library; about 2.6% have a hit in one of these screens.
